Assay outcomes (PubChem)
H9c2 TAG inh: triacylglycerol accumulation inhibition; H9c2 cells, Nile Red lipid (TAG) fluorescence; cells loaded with 200 µM oleic acid; hit rate 0.66% among 230,000; AID 651582; inhibition, % at 12.5 µM;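 active means pattern-corrected inhibition of lipid staining of at least 50% with the nuclear-stain viability signal not falling by more than 50%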;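 further: 0% = DMSO wells and 100% = triacsin C control wells; some results filed as inactive read as strong as hits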
H9c2 TAG inh DAPI viability: also measured in H9c2 TAG inh; calls as there; DAPI nuclei signal change (viability), lower = more cytotoxic, %;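 whole-well DAPI fluorescence read on a plate reader as a viability signal; minus 50 percent equals half of cells still viable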
* = called active by the depositor. Some of the compounds tested; rates above refer to the full screens.

Results follow in this order: H9c2 TAG inh	H9c2 TAG inh DAPI viability
Cc1ccc(S(=O)(=O)N2CCN(C(=O)c3cc4c(s3)CCCC4)CC2)cc1
  -3	-12
CN1CCN(C2=CC3=CC(=C(C#N)C#N)CCC3CC2)CC1 (configuration not stated)
  -218	3
CCCc1c(OCCCCc2nn[nH]n2)ccc(C(C)=O)c1O
  -12	-2
Cc1ccc(S(=O)(=O)N2C[C@H]3[C@H]4C(=O)N(c5ccccc5)C(=O)[C@H]4C[C@H](OC(=O)NCc4ccco4)[C@@]3(O)C2)cc1
  4	-5
Cc1ccccc1NC(=O)Cc1nc(COC(=O)c2cccc(C)c2O)cs1
  -7	6
COc1ccc(CCN(Cc2nc3ccccc3c(=O)[nH]2)C(=O)c2ccco2)cc1OC
  19	-7
O=C(COC(=O)C1CC2C=CC1C2)Nc1c(Br)cc([N+](=O)[O-])cc1Br (configuration not stated)
  -6	12
CSc1cccc(NC(=S)NN(C)C)c1
  0	10
CC(=O)Nc1ccc(C(=O)N2CCCCC2c2cc(C(=O)Nc3cccc(C#N)c3)no2)cc1 (configuration not stated)
  -1	-5
O=C(Cc1ccccc1)NCC(=O)OCC(=O)c1ccccc1Cl
  4	2
CC12CCC(=O)N1C(C(=O)N1CCN(S(=O)(=O)c3cccc(C(F)(F)F)c3)CC1)CS2 (configuration not stated)
  -13	-5
Fc1c(F)c(F)c(N=Cc2ccc3ncccc3c2)c(F)c1F
  19	-11
N#CC1=C(S)N(c2ccc(F)cc2)C(c2cccs2)NC1=O (configuration not stated)
  17	-7
CC(C)N(Cc1ccccc1)CC(O)COc1ccc(S(=O)(=O)N2CCOCC2)cc1Cl (configuration not stated)
  -4	6
Cc1noc(N)c1C(=O)Nc1ccc(F)c(Cl)c1
  2	-4
Cc1cc(C(=O)NNC(=O)Cc2ccc(Cl)c(Cl)c2)c(C)o1
  1	0
COC(=O)c1cc(OC)c(OCc2cc(C(=O)OC)oc2C)c(OC)c1
  -4	2
COc1ccc(CCN=c2c([N+](=O)[O-])nn(-c3cccc(C)c3)n2O)cc1OC
  0	3
C#CCOCCOCCOCCNc1nc(N2CCN(C(=O)[C@H](CCCCN)n3cc(CCCC)nn3)CC2)nc(N2CCN(C(=O)[C@H](Cc3ccc(O)cc3)n3cc(CCO)nn3)CC2)n1
  -4	10
c1ccc(CSc2nnc3c(n2)OC(c2ccco2)Nc2ccccc2-3)cc1 (configuration not stated)
  -3	-3
COc1ccc(NC(=S)N(CCCN2CCCC2)Cc2ccco2)cc1
  6	-5
CCCCC(C)n1[nH]c(=O)cc1N (configuration not stated)
  12	-5
N=C1C(c2nc3ccccc3[nH]2)=C(O)CN1NC(=O)c1c[nH]c2ccccc12
  11	-17
Cc1cccc(NC(=O)c2ccccc2SCc2ccc(F)cc2)n1
  -9	-5
Cc1ccccc1NC(=O)C(NC1CCCCC1)C(C)C (configuration not stated)
  -11	0
COc1cccc(-n2c(=O)c3c(C)c(C(=O)N(C)C)sc3n(CC(=O)NCCc3ccc(OC)c(OC)c3)c2=O)c1
  -3	-5
Cc1ccccc1OC1=NS(=O)(=O)c2ccccc21
  13	-11
Cc1ccc(Sc2nc3c(c(=O)[nH]c(=O)n3C)n2CCc2ccccc2)cc1
  8	8
Cc1cccc(OCCC(=O)OCC(=O)N2c3ccccc3NC(=O)C2(C)C)c1
  13	0
CC(=O)Nc1ccc(S(=O)(=O)NNC(=O)C2CCCCC2)cc1
  2	5
CCCCNC(=O)Nc1c(C(=O)OC)[nH]c2ccc(C)cc12
  5	-1
Cc1ccc(C)n1-c1ccc(-c2ccn[nH]2)cc1
  6	0
CCOC(=O)c1cn[nH]c1C(F)(F)F
  3	3
O=C(CNCc1cccs1)Nc1ccc(S(=O)(=O)N2CCCCC2)cc1
  1	2
Cc1ccc(C(=O)Oc2cc(C)[nH]c(=O)c2[N+](=O)[O-])cc1
  5	-2
CN(CC(=O)Nc1cccc(F)c1)C(=O)c1cccnc1Sc1ccc(Cl)cc1
  -11	56
COc1cccc(NC(=O)Cn2nc(Cc3cccnc3)c3ccccc3c2=O)c1
  5	4
S=C(NCc1cccs1)NCC1CCCO1 (configuration not stated)
  5	-7
Cc1ccc(N2C(=O)N3[C@@H]4c5ccccc5OC[C@@H]4[C@@H](c4ccccc4)[C@@]3(C)C2=O)cc1
  -6	-2
COc1cccc(COC(=O)c2sc3nc4n(c(=O)c3c2C)CCC4)c1OC
  15	-7
O=C(N/N=C/c1cccc(O)c1)c1ccccc1O
  6	-13
COc1cccc(NC(=O)CN(C)C(=O)c2ccccc2Sc2ccccc2C#N)c1
  -10	-8
CCOC(=O)CNC(=O)Cn1cnc2ccc(S(=O)(=O)N3CCC(C)CC3)cc2c1=O
  -6	-9
CCOC(=O)Cc1csc(NC(=O)CN2C(=O)c3ccccc3S2(=O)=O)n1
  8	-2
COc1ccc(S(=O)(=O)N(C)C[C@H]2Oc3ccc(NC(=O)C4CC4)cc3C(=O)N([C@H](C)CO)C[C@@H]2C)cc1
  2	-7
Cc1cccc(NC(=O)CCn2ccnc2C)c1
  -6	-4
CC1(OC(=O)C2CCCC2)C(=O)C=C2C=C(c3ccsc3)N(Cc3ccco3)C=C2C1=O (configuration not stated)
  -9	-1
Cc1nn(C)c(C)c1NS(=O)(=O)c1ccc(OC(F)(F)F)cc1
  -20	-4
C/C(=N\N1CCN(C2c3ccccc3-c3ccccc32)CC1)c1cccnc1
  19	4
COc1ccc(S(=O)(=O)N2CCOCC2)cc1NC(=O)c1cc(=O)[nH]c2ccccc12
  2	0
CC(C)(C)N1C(=O)[C@H]2[C@@H](c3ccc(Br)cc3)N3C(=O)N(c4ccccc4)C(=O)[C@@]3(C)[C@H]2C1=O
  -12	0
C[C@H](CO)N1C[C@H](C)[C@H](CN(C)C(=O)Nc2ccc(C(F)(F)F)cc2)Oc2c(NC(=O)c3ccncc3)cccc2C1=O
  17	5
Cc1ccc(S(=O)(=O)N2N=C3CCCCC3C2(O)C(F)(F)F)cc1 (configuration not stated)
  -14	1
COc1ccc(C2=NOC(COC(=O)c3ccc4ccccc4n3)C2)cc1 (configuration not stated)
  4	10
CCNc1nc2ccccc2[nH]1
  -11	7
CN(C)C(=S)SCC(=O)NCc1ccc(F)cc1
  28	-12
CCc1nc2c(OCCOc3ccc(F)cc3)cccn2c1N(C=O)Cc1ccc(OC)cc1
  -9	3
COc1ccc(CN2C[C@@H](CO)O[C@@H](n3cnc4c(NCc5ccco5)ncnc43)C2)cc1
  12	-4
CCOc1ccc(CCN2C(=O)c3cccnc3C2=O)cc1OCC
  -16	7
CCN(CC(=O)Nc1ccc(NC(C)=O)cc1)C(=O)C1CCCC1
  8	-7

Single records, as listed above:
Listed for N=C1C(c2nc3ccccc3[nH]2)=C(O)CN1NC(=O)c1c[nH]c2ccccc12 → H9c2 TAG inh: 11; H9c2 TAG inh DAPI viability: -17
Listed for Cc1noc(N)c1C(=O)Nc1ccc(F)c(Cl)c1 → H9c2 TAG inh: 2; H9c2 TAG inh DAPI viability: -4
Listed for Cc1cc(C(=O)NNC(=O)Cc2ccc(Cl)c(Cl)c2)c(C)o1 → H9c2 TAG inh: 1; H9c2 TAG inh DAPI viability: 0

(listing goes on)
Results follow in this order: H9c2 TAG inh	H9c2 TAG inh DAPI viability
C[C@H](NC(=O)c1nc[nH]c1C(=O)N1CCNCC1)C(=O)OC(C)(C)C
  6	13
O=C(CCc1ccccc1)N1N=C(c2ccncc2)CC1(O)C(F)(F)F (configuration not stated)
  -28	2
C#CCOCCOCCOCCNc1nc(N2CCN(C(=O)[C@H](CCC(=O)O)n3cc(C(N)CC(C)C)nn3)CC2)nc(N2CCN(C(=O)[C@H](Cc3cc4ccccc4[nH]3)n3cc(C(N)CC(C)C)nn3)CC2)n1 (some centres not stated)
  0	5
CCOc1ccccc1Nc1nnc(SCC(=O)Nc2nc(-c3ccc(OC)cc3)cs2)s1
  35	10
O=CNC(=O)c1ccccc1C(=O)O
  0	-1
O=C(COC(=O)C1CCCCC1)Nc1ccc([N+](=O)[O-])cc1
  -2	-2
CCO[C@@H]1OC(C(=O)NCc2ccccc2)=C[C@H](c2ccccc2)[C@H]1CCCO
  0	-8
COc1cc(C(=O)Nc2ccc3c(c2)N(C(=O)CCN(C)C)c2ccccc2CC3)cc(OC)c1OC
  34	3
O=C(NCCc1ccccc1)C1CCCN(C(=O)NC2CCCCC2)C1 (configuration not stated)
  5	-3
O=C(COC(=O)c1cnccn1)c1ccccc1
  -12	0
CN1CCN(C(=O)c2ccc(S(=O)(=O)N(C)c3ccccc3)cc2)CC1
  -7	4
COc1cc(C(=O)NCc2ccc3c(c2)cc(C)n3C)cc(OC)c1OC
  -5	9
O=C(COC(=O)c1ccccc1)NCc1ccco1
  2	12
COc1ccc(CN2C(=O)C(O)(CC(=O)c3c(C)n[nH]c3C)c3ccccc32)cc1OC (configuration not stated)
  -13	7
Cc1cc(C(=O)Nc2c(C)cccc2C)n(-c2ccccc2)n1
  -3	2
CC(C)(C)SCCNS(=O)(=O)c1ccc(C#N)cc1
  -7	6
CCCc1ccc(S(=O)(=O)N2CCN(C(=O)c3cc(C)on3)CC2)cc1
  -2	15
C#CCOCCOCCOCCNc1nc(N2CCN(C(=O)[C@H](CCCCN)n3cc(C(N)[C@H](C)CC)nn3)CC2)nc(N2CCN(C(=O)[C@H](CCC(=O)O)n3cc(C(N)[C@H](C)CC)nn3)CC2)n1 (some centres not stated)
  0	1
COc1ccc2c(C)c(Cc3ccccc3)c(=O)oc2c1OC
  -49	16
CCOc1ccc(NC(=O)C2CSC(c3ccncc3)=N2)cc1 (configuration not stated)
  7	8
CC[C@@H](CC1CCCCC1)C(=O)N(Cc1ccccc1)c1ccccc1
  4	-16
COc1cc(C(=O)N(CCc2ccccc2)C2CC3CCC(C2)N3C)cc(OC)c1OC (configuration not stated)
  -7	1
O=C(Nc1ccc(C(O)(C(F)(F)F)C(F)(F)F)cc1)c1ccc(Cl)c([N+](=O)[O-])c1
  18	-9
CCCNC(=O)c1cc(C2CCCCN2C(=O)c2ccc3ccccc3c2)on1 (configuration not stated)
  -3	11
Cc1nn(-c2ccccc2)c(C)c1NC(=O)COC(=O)c1ccc(S(=O)(=O)C(F)F)cc1
  2	1
Cc1ccccc1NC(=O)CC1(c2ccc(N(C)C)cc2)C(=O)c2ccccc2C1=O
  1	-1
O=C(NC(=S)NNC(=O)c1cnccn1)c1ccc(Cl)cc1
  -28	-11
Cc1nnc(NC(=O)c2nn(CC(C)C)c(=O)c3ccccc23)s1
  -12	0
CC(C)NC(=O)Nc1ccc2c(c1)C(=O)N([C@@H](C)CO)C[C@@H](C)[C@@H](CN(C)S(=O)(=O)c1ccc(F)cc1)O2
  -15	4
CC(C)c1nc(CNC(=O)CC2C(=O)NCCN2Cc2ccccc2)cs1 (configuration not stated)
  6	1
COc1cc(CN2C(=O)C(C)ON=C2c2ncccc2C)cc(OC)c1 (configuration not stated)
  0	8
COc1ccc(N2CCN(C(=O)CN(c3cccc(OC)c3)S(=O)(=O)c3ccccc3)CC2)cc1
  -1	0
CCc1cccc(CC)c1NC(=O)CN1CCN(S(=O)(=O)c2ccccc2)CC1
  -18	-2
C[C@@H]1CN([C@H](C)CO)S(=O)(=O)c2ccc(C#Cc3ccccc3)cc2O[C@H]1CN(C)C(=O)Nc1ccc2c(c1)OCO2
  38	0
S=c1[nH]nc(-c2cccnc2)n1/N=C/c1cccs1
  -4	18
O=C(NC(=O)N1CCCCCC1)c1ccccc1
  -4	-4
Cc1cc(CNC(=O)C2(C(F)(F)F)CC(CCCO)CCCO2)nn1C (configuration not stated)
  -29	9
COc1ccc(N2C(=O)CCC(C(=O)O)C2c2ccc(OC)c(OC)c2)cc1 (configuration not stated)
  -4	7
CCOc1cc(/C=C(/C#N)c2ccc(F)cc2)ccc1OCc1ccc(C(=O)O)o1
  8	-7
Cc1cc(C)cc(NC(=O)C2(c3ccccc3)CC2(Cl)Cl)c1 (configuration not stated)
  23	-7

Part of the list above in order of length of the SMILES, rising.
Results follow in this order: H9c2 TAG inh	H9c2 TAG inh DAPI viability
O=C(NC(=O)N1CCCCCC1)c1ccccc1
  -4	-4
Cc1ccccc1NC(=O)CC1(c2ccc(N(C)C)cc2)C(=O)c2ccccc2C1=O
  1	-1
CC(C)NC(=O)Nc1ccc2c(c1)C(=O)N([C@@H](C)CO)C[C@@H](C)[C@@H](CN(C)S(=O)(=O)c1ccc(F)cc1)O2
  -15	4

Other records follow.
Results follow in this order: H9c2 TAG inh	H9c2 TAG inh DAPI viability
CCN(CC)CCNC(=S)Nc1ccc2nc3n(c(=O)c2c1)CCCCC3
  11	4
O=C(CS(=O)(=O)c1ccccc1)NCc1ccco1
  -10	3
c1ccc(-c2onc(-c3ccco3)c2-c2ccc3[nH]ccc3c2)cc1
  7	-16
Nc1nn(-c2ccccc2Cl)cc1-c1nn[nH]n1
  -6	7
CCC[C@H]1CN(c2ccccc2)C(=O)[C@@H]1CC(=O)Nc1ccccc1
  -25	2
Cn1c(Sc2ccc(C(=O)O)cc2[N+](=O)[O-])nnc1-c1ccccc1
  6	-2
Cc1cc(N2CCN(C)CC2)nc(=S)[nH]1
  19	-11
COC(=O)c1ccc(C2/C(=C(\O)c3ccc4c(c3)OCCO4)C(=O)C(=O)N2CCCN(C)C)cc1 (configuration not stated)
  -3	-6
COc1ccc(OC(=O)COc2ccc(Cl)cc2)cc1
  -5	-5
Cn1c(=O)c2c(ncn2C)n(C)c1=O
  5	1
N=c1n(CCO)c2ccccc2n1CCN1CCCCC1
  -19	-7
Cc1ccc(C(=O)NC2CC2)cc1S(=O)(=O)N1CCOCC1
  12	4
COc1ccc(S(=O)(=O)N2CCCCC2)cc1NC(=O)C1CC1(Cl)Cl (configuration not stated)
  -8	3
